Compound activity as filed in PubChem.
GSH fluor: GSH bead compound fluorescence profile | 190,000 tested, 0.25% active | fluorescence (KMESF) at 10 µM | GSH beads flow cytometry, compound fluorescence 488/530 nm; hits give high values; in the data active means fluorescence above about 89;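 further: glutathione beads carrying GST-tagged Bcl family fusion proteins plus one bare bead set; values are compound well signal with DMSO vehicle wells as background; inactives centre near 16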
Mcl1-Bid inh: disrupts binding of human Mcl-1 to Bid peptide; Q07820; TR-FRET Mcl-1/Bid-Dy647 peptide binding, 1536-well; inhibition, % at 21.7 µM; 220,000 tested, 0.97% active; AID 1021;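 active means compounds that cut the binding signal by more than half at the single screening dose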;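 further: His-tagged Mcl-1 with europium anti-His antibody binding Bid BH3 peptide; 0% = Mcl-1 plus peptide wells and 100% = peptide-only wells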
ABCG2 block: blocks JC-1 efflux by human ABCG2 transporter; IgMXP3 cells, flow cytometry; inhibition, % at 6.6 µM; 190,000 tested, 0.1% active;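 active means inhibition above 80%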;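 further: 0% = DMSO and 100% = nicardipine control wells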
Target sequence (Q9UNQ0 whole entry, looked up): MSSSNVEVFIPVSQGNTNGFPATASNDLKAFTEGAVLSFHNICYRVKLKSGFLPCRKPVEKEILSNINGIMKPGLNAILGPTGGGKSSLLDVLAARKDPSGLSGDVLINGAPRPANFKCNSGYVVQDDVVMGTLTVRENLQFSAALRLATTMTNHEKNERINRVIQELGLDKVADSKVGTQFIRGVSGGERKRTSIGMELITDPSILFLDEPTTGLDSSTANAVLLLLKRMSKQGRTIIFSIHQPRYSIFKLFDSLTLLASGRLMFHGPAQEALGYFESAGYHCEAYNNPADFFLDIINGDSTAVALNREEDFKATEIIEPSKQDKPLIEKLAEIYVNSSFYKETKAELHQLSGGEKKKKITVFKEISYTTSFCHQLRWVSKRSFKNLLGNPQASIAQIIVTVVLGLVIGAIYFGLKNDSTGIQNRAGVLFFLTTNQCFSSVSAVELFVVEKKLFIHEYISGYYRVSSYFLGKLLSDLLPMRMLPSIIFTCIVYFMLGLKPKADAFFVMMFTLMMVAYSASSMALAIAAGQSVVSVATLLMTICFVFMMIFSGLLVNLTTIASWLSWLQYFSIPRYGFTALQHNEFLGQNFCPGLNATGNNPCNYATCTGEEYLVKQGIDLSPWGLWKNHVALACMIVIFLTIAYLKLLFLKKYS
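Test system: ABCG2 IgMXP3 and barcoded ABCB1 CCRF-Adr cell mix; Schedule: cells with compound and JC-1, 10 min at 25 °C, rotating, no wash; Technique: flow cytometry of retained JC-1 fluorescence; Measure: % inhibition of efflux relative to nicardipine and DMSO; Controls: nicardipine high and DMSO low controls.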
RGS7-Gao reg: modulates binding of RGS7 to human Galphao; 220,000 tested, 0.35% active; binding response (% of control), % at 10 µM; Multiplexed bead flow cytometry; actives lie on both sides; in the data active means binding response below about 49% or above about 150%; inconclusive means no clear call, values can overlap the other calls; inactive means in between;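 further: fluorescent Galphao held in activated GDP-AlF4 state binding bead-coupled RGS7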
Target sequence (P09471 whole entry, looked up): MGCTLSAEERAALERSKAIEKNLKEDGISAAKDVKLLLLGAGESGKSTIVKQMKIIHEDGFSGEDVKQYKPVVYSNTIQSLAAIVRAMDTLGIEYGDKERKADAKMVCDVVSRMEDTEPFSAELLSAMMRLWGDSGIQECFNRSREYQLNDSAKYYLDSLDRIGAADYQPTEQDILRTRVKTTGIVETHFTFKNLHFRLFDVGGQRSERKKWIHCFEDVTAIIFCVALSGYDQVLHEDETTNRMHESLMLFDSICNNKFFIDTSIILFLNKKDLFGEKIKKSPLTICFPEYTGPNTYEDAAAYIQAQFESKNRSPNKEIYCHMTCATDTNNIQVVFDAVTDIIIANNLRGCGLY
Pf gamet viab: kills late stage P. falciparum gametocytes; inhibition, % at 10.9 µM; P. falciparum stage V gametocytes, ATP luminescence, 24 h; 150,000 tested, 0.065% active;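 active means inhibition above the mean plus 3 SD of compounds within the control limits, set per campaign, cut at about 38% in these data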;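 further: 0% = DMSO wells and 100% = medium only without gametocytes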
Avidin fluor: compound fluoresces at 488/530 nm on avidin beads | 220,000 tested, 0.38% active | fluorescence (KMESF) at 10 µM | compound fluorescence 488/530 nm, flow cytometry; hits give high values; in the data active means fluorescence above about 47; further: inactives centre near 10
Mcl1-Noxa inh: Mcl-1/Noxa interaction inhibition; Q07820; TR-FRET Mcl-1/Noxa peptide binding, 2 h; inhibition, % at 21.7 µM; 220,000 tested, 1.5% active;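 active means compounds that cut the protein-peptide binding signal by more than 50% relative to plate controls in a single-dose test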;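 further: His-tagged Mcl-1 with rhodamine Noxa BH3 peptide and terbium anti-His antibody; 0% = Mcl-1 plus Noxa peptide wells and 100% = peptide-only wells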
ABCB1 block: inhibitors of human ABCB1 transporter, ABCG2 counter-screen | P08183 | CCRF-Adr cells, JC-1 efflux, flow cytometry | inhibition, % at 6.6 µM | 190,000 tested, 0.067% active; in the data active means inhibition above about 40%;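 further: 0% = vehicle and 100% = reference inhibitor; higher value means more JC-1 retained so stronger ABCB1 efflux block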
RGS8-Gao reg: regulators of human RGS8-Galphao interaction. P09471. multiplexed bead flow cytometry, RGS8-Galphao binding; actives lie on both sides. response (percent of control binding), % at 10 µM. 220,000 tested, 0.34% active. AID 1423; in the data active means response below about 60% or above about 140%; inactive means in between;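 further: Galphao activated as the GDP aluminium fluoride complex binding bead-coupled RGS8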
Bim-Mcl-1: human Bim-Mcl-1 interaction inhibition; inhibition, % at 10 µM; Q07820; 190,000 tested, 0.1% active; Bead-based flow cytometry, Bim peptide-Mcl-1 binding; in the data active means inhibition above about 40%;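 further: 0% = no compound tracer wells and 100% = peptide blocker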
RGS4-Gao reg: modulates binding of RGS4 to human Galphao; P09471; Multiplexed bead flow cytometry; actives lie on both sides; binding response (% of control), % at 10 µM; 220,000 tested, 0.33% active; AID 1415; in the data active means binding response below about 49% or above about 150%; inactive means in between;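 further: fluorescent Galphao activated with aluminum fluoride binding bead-coupled RGS4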
* hit, by the source's call; u = inconclusive; x = no result given.

SMILES | GSH fluor | Mcl1-Bid inh | ABCG2 block | RGS7-Gao reg | Pf gamet viab | Avidin fluor | Mcl1-Noxa inh | ABCB1 block | RGS8-Gao reg | Bim-Mcl-1 | RGS4-Gao reg
O=C(CCCn1c(SCC(=O)c2ccccc2)nc2ccccc2c1=O)NCC1CCCO1 (stereo not given) | 22 | -15 | 17 | 101 | 3 | 24 | -2 | 2.3 | 102 | -4 | 102
CCCN(CC#CC(O)(c1ccccc1)c1cccnc1)CCC (stereo not given) | 10 | -50 | 3 | 98 | -15 | 10 | -4 | 1.2 | 101 | 14 | 99
NC(=O)CCS(=O)(=O)c1ccc(Cl)cc1 | 26 | -28 | -1 | 103 | -14 | 6 | -7 | 0.2 | 110 | -3 | 106
CCn1cc([N+](=O)[O-])c(C(=O)N2N=C(c3ccc4ccccc4c3)CC2c2cc(Br)ccc2O)n1 (stereo not given) | 15 | -10 | 0 | 100 | x | 20 | -11 | 0.3 | 102 | 1 | 103
O=C1CC(N2CCN(S(=O)(=O)c3cccc(C(F)(F)F)c3)CC2)C(=O)N1Cc1ccccc1 (stereo not given) | 7 | -1 | 2 | 94 | x | 17 | -5 | 0.6 | 96 | 35 | 96
COc1ccc2c(c1OC)C(=O)O[C@@H]2[C@H]1c2c(cc3c(c2OC)OCO3)CCN1C | 16 | -15 | 2 | 97 | x | 5 | 8 | 0.8 | 94 | -1 | 96
CC(/C=N/NC(=O)c1n[nH]c2c1CCC2)=C\c1ccccc1 | 12 | -18 | 1 | 99 | 23 | 10 | 20 | 0.1 | 104 | 0 | 104
Cc1ccc(OCc2nc(C#N)c(NCc3ccco3)o2)cc1 | 37 | 2 | 4 | 100 | x | 13 | 23 | 0.7 | 102 | -2 | 102
COc1cc(-c2nc3cccc(C)n3c2NCC2CCCO2)ccc1O (stereo not given) | 10 | -59 | 9 | 97 | -13 | 10 | 10 | 1.2 | 102 | 0 | 100
COc1ccc(C(CNC(=O)c2ccc(S(=O)(=O)N3CCOCC3)cc2)N2CCCCC2)cc1 (stereo not given) | 18 | -13 | 1 | 105 | -35 | 33 | -10 | 0.5 | 104 | -1 | 106
Cc1cc(C)n2nc(C)c(Br)c2n1 | 16 | -12 | 14 | u | x | 9 | 3 | 0.7 | 96 | 1 | 96
Cc1ccc(CS(=O)(=O)CCC(=O)NCc2ccc3c(c2)OCO3)cc1 | 28 | 1 | 4 | 100 | x | 9 | -1 | 0.6 | 100 | -1 | 98
CCC(NC(=O)C1(C)CC1(Br)Br)c1ccc(C)cc1 (stereo not given) | 23 | -41 | 1 | 99 | x | 4 | 3 | 0.3 | 102 | -1 | 100
Cc1cc(C)n(-c2nnc(C)n2/N=C/c2ccccc2F)n1 | 50 | 2 | 4 | 98 | -18 | 9 | -6 | 0.6 | 97 | 0 | 96
CS(=O)(=O)c1ccc2nnn(OCC(=O)Nc3cccc(C#N)c3)c2c1 | x | 3 | x | u | 0 | 7 | 6 | x | 102 | x | 99
CCCCn1c(SCC(=O)Nc2ccc(OC)cc2)nc2ccc(N3CCOCC3)cc2c1=O | 12 | -28 | 18 | 102 | 8 | 34 | 19 | 9.6 | 99 | -2 | 98
O=C(OCC(=O)N1CCCC1)c1ccccc1OCc1ccccc1 | 16 | -3 | 3 | 104 | x | 42 | 8 | 0.8 | 102 | 2 | 104
CC(C)CCn1c(=O)c2ccccc2n2c(CN3CCCC3)nnc12 | 25 | -19 | 5 | 97 | -5 | 10 | 10 | 0.6 | 102 | -7 | 102
Cc1cc([N+](=O)[O-])ccc1NC(=O)c1ccc(NC(=O)C(C)C)cc1 | 17 | -21 | 13 | 91 | 1 | 10 | 23 | 0.6 | 98 | -1 | 97
Cc1nc(NCCc2ccc(S(N)(=O)=O)cc2)c2c(C)c(C)sc2n1 | 12 | 5 | 9 | 103 | x | 9 | 31 | 0.5 | 108 | -2 | 104
Cc1nc(-c2ccccc2)sc1C(=O)/C=C/c1ccc(Cl)cc1 | 24 | -17 | 0 | 106 | 7 | 4 | -4 | -0.2 | 100 | -1 | 105
COc1cccc2sc(Nc3nnc(-c4ccc(F)cc4)o3)nc12 | 21 | 45 | -5 | 92 | x | 7 | -12 | -2.6 | 97 | 0 | 95
CCOC(=O)N1CCC(Nc2c(-c3ccc(C)cc3)c(=O)c2=O)CC1 | 13 | -16 | 0 | 101 | x | 21 | -19 | 0.0 | 102 | -3 | 101
Clc1ccccc1Oc1cnc2ccccc2n1 | 12 | -4 | 0 | 100 | -6 | 35 | -6 | 0.0 | 99 | 1 | 101
Cc1ccc(/C(N)=N/OC(=O)CCc2ccccc2)cc1 | 12 | -5 | 2 | 101 | 1 | 33 | -1 | 0.2 | 102 | -3 | 102
O=C(Nc1ccon1)c1csc2c1CCCC2 | 31 | -6 | 2 | 104 | x | 5 | 15 | 0.4 | 100 | -1 | 105
Cc1cc(C)cc(OCCCCCNCCO)c1 | 19 | -7 | 7 | 105 | -46 | 43 | 16 | 0.9 | 104 | 1 | 104
COc1cccc(NC(=O)CSc2nnnn2C(C)C)c1 | 56 | -19 | 1 | 107 | 13 | 2 | -5 | 0.1 | 102 | -1 | 102
COc1ccnc(Oc2ccc(F)cc2)c1C(=O)N/C=N/OCc1cccc(F)c1 | 19 | 1 | 25 | 104 | x | 13 | 6 | 3.0 | 105 | -1 | 103
CC1CCC(C(C)C)C(OC(=O)COC(=O)c2ccc(N)cc2)C1 (stereo not given) | 11 | 10 | 2 | 104 | 5 | 13 | 14 | 0.6 | 103 | -2 | 102
N=c1n(CC(=O)c2cccc([N+](=O)[O-])c2)c2ccccc2n1Cc1ccccc1 | 9 | -6 | 9 | 125 | 16 | 32 | 22 | 0.6 | 101 | -6 | 103
Cc1ccc2cccc(N)c2n1 | 16 | -3 | 2 | 104 | x | 10 | 20 | 0.2 | 100 | 0 | 105
O=C(NC1=NCCS1)C1COc2ccccc2O1 (stereo not given) | 16 | -10 | 9 | 102 | x | 9 | -8 | 0.5 | 100 | 0 | 103
COc1cccc(-c2cc(C(=O)Nc3cc(C)nn3-c3ccccc3)no2)c1 | 11 | 14 | 3 | 100 | -14 | 11 | 3 | 0.4 | 98 | -3 | 101
COc1ccc(S(=O)(=O)NCCSCc2ccco2)cc1 | 25 | -44 | 0 | 98 | x | 5 | 9 | 0.0 | 99 | 0 | 102
O=C(CCC(=O)c1cccs1)NCc1cccnc1 | 13 | 3 | 0 | u | 12 | 11 | 16 | 0.1 | 99 | 3 | 100
CCOC(=O)c1ccc(NS(=O)(=O)c2cc(-c3nnnn3CC)ccc2OC)cc1 | 71 | 3 | 0 | 102 | -1 | 6 | 8 | -0.3 | 106 | -6 | 102
Cc1ccc(OCC(O)Cn2c3ccccc3c3ccccc32)cc1 (stereo not given) | 23 | -13 | 1 | 96 | x | 7 | 40 | 0.2 | 98 | 0 | 95
O=C(Nc1nnc(SCC(=O)N2CCOCC2)s1)c1ccccc1Cl | 15 | 39 | 4 | 98 | x | 35 | 21 | 0.1 | 103 | -1 | 100
C/C(=N\NC(=O)COc1ccc(C(C)(C)C)cc1)c1ccc(OC(F)F)cc1 | 11 | 0 | 18 | 99 | 3 | 10 | 22 | 0.5 | 101 | -4 | 99
COc1ccc(OCC(=O)N2CCN(C(=O)c3ccc([N+](=O)[O-])cc3)CC2)cc1 | 13 | -27 | 1 | 100 | -21 | 11 | -2 | 0.2 | 101 | -2 | 102
CCc1c(C(=O)NNC(=S)NCC(C)C)csc1C | 12 | -36 | 4 | 101 | x | 36 | -9 | 1.4 | 104 | -3 | 100
CCn1nc(C(=O)OCC(=O)N2c3ccccc3CC2C)c2ccccc2c1=O (stereo not given) | 35 | -16 | 11 | 103 | -10 | 8 | 3 | 14 | 98 | 0 | 100
Cc1cc(C)n2c(SCCO)nnc2n1 | x | -20 | x | u | 9 | 14 | -33 | x | 100 | x | 103
CCN(C(=O)Cc1cccs1)c1nnc(-c2cc(OC)c(OC)c(OC)c2)s1 | 13 | -5 | 8 | 96 | x | 9 | 22 | 2.2 | 97 | -1 | 100
CCCCC(=O)N/N=C(\C)CC(=O)Nc1ccccc1Br | 9 | -24 | 0 | 102 | -8 | 3 | 10 | -0.3 | 100 | -6 | 101
Cc1cc(C)nc(SCc2cc(=O)c(OC(=O)c3ccco3)co2)n1 | 13 | -12 | -2 | 98 | 15 | 6 | -1 | -0.1 | 98 | -8 | 97
COc1ccc(CNc2ccc(C)cc2)cc1Br | 16 | -29 | 1 | 104 | -40 | 22 | 1 | 0.6 | 103 | -4 | 103
Cc1nc(C)c(C(=O)Nc2ncc([N+](=O)[O-])s2)o1 | 24 | -22 | 0 | 80 | x | 7 | 69* | -1.3 | 93 | 0 | 91
Cc1cc2nn(-c3cccc4ccccc34)nc2cc1N | 12 | 0 | 0 | 98 | x | 33 | 42 | 0.0 | 96 | 20 | 98
C/C(=N\NC(=O)c1cccc(N/N=C(\C)c2ccc([N+](=O)[O-])cc2)c1)c1ccc([N+](=O)[O-])cc1 | x | -36 | x | u | 19 | 7 | 13 | x | 96 | x | 100
Cc1cc(C)cc(OCC(=O)N/N=C\c2cn(C)nc2C)c1 | 11 | 0 | 15 | 100 | -8 | 5 | 21 | 0.5 | 104 | -2 | 101
COc1ccc(-c2noc(-c3ccc(C)cc3)n2)cc1 | 18 | -7 | 0 | 98 | x | 33 | 2 | -0.1 | 109 | -1 | 103
CCOC(=O)CSc1nnc(-c2cccnc2)o1 | 12 | 6 | 1 | 105 | -4 | 25 | 15 | 0.7 | 102 | -2 | 99
CCOC(=O)C1=C(C)NC(C)=C(C(=O)OCC)C1c1cccc(C)n1 | x | -30 | x | u | -5 | 6 | 11 | x | 103 | x | 106
CC(C)(Oc1ccc(CCNC(=O)c2ccc(Cl)cc2)cc1)C(=O)O | 20 | 11 | 0 | 112 | x | 7 | 20 | 0.1 | 104 | 0 | 105
NC(=O)NC(c1ccccc1)c1ccccc1F (stereo not given) | 9 | -11 | 0 | 101 | -19 | 9 | 11 | 0.1 | 103 | -1 | 100
COCCn1nnnc1SCC(=O)NCc1ccc2c(c1)OCO2 | 15 | -18 | -1 | 96 | -4 | 12 | 5 | 0.1 | 106 | -1 | 102
Cc1ccc(N2Cc3ccccc3OC(C)C2=O)cc1 (stereo not given) | 12 | -21 | 3 | 97 | x | 7 | -2 | 0.6 | 101 | -1 | 100

Whole records, looked up by structure. Order of values: GSH fluor	Mcl1-Bid inh	ABCG2 block	RGS7-Gao reg	Pf gamet viab	Avidin fluor	Mcl1-Noxa inh	ABCB1 block	RGS8-Gao reg	Bim-Mcl-1	RGS4-Gao reg
CC(C)(Oc1ccc(CCNC(=O)c2ccc(Cl)cc2)cc1)C(=O)O as listed: 20	11	0	112	x	7	20	0.1	104	0	105
NC(=O)NC(c1ccccc1)c1ccccc1F (stereo not given) as listed: 9	-11	0	101	-19	9	11	0.1	103	-1	100
